GSH bead fluor: compound fluorescence on glutathione beads, profiling panel, artefact control, biophysical, 488/530 nm, flow cytometry. GSH beads flow cytometry, compound fluorescence 488/530 nm; active compounds read high. fluorescence (KMESF) at 10 µM. 0.25% of 190,000 active. AID 1776, 2009; in the data active = fluorescence above about 89;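 note: glutathione beads carrying GST-tagged Bcl family fusion proteins plus one bare bead set; values are compound well signal with DMSO vehicle wells as background; inactives centre near 16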
Mcl1 Noxa PPI: Mcl-1/Noxa binding inhibitors, primary screen, biochemical, TR-FRET, 1536-well. Induced myeloid leukemia cell differentiation protein Mcl-1 (Homo sapiens), Q07820. TR-FRET Mcl-1/Noxa peptide binding, 2 h. inhibition, % at 21.7 µM. 1.5% of 220,000 active;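 active = compounds that cut the protein-peptide binding signal by more than 50% relative to plate controls in a single-dose test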;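 note: His-tagged Mcl-1 with rhodamine Noxa BH3 peptide and terbium anti-His antibody; 0% = Mcl-1 plus Noxa peptide wells and 100% = peptide-only wells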
Target sequence (Q07820 whole entry, looked up): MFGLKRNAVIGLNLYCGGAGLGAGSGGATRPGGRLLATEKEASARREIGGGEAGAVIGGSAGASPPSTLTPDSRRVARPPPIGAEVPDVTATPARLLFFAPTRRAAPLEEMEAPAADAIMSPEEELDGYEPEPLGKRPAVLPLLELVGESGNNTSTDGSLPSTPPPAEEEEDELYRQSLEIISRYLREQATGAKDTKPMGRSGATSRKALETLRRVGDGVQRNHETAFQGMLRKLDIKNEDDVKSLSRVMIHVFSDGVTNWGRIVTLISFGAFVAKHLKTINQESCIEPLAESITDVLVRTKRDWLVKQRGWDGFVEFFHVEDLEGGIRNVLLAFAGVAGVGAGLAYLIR
HRas wt GTP bind: modulators of GTP binding to HRas wildtype, primary screen, biochemical, bead-based flow cytometry, multiplex; GTPase HRas (Homo sapiens), P01112; GST-Ras wt beads, Bodipy-FL-GTP binding; actives lie on both sides; GTP binding activity, % at 10 µM; 0.14% of 190,000 active; AID 759, 2007;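 active = GTP binding activity at least 20% away from the 100% baseline, either lowered as inhibitor or raised as activator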;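 note: 0% = unlabeled GTP competition control and 100% = no-compound control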
Target sequence (P01112 whole entry, looked up): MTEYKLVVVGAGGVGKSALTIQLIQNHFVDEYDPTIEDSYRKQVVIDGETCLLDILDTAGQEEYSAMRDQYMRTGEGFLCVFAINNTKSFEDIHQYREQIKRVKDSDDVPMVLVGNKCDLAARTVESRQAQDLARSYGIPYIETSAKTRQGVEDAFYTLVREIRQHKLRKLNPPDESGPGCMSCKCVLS
Pf gamet viab: late stage P. falciparum gametocyte viability inhibitors, primary screen, ATP luminescence, HTS; P. falciparum stage V gametocytes, 24 h; inhibition, % at 10.9 µM; 0.065% of 150,000 active;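 active = inhibition above the mean plus 3 SD of compounds within the control limits, set per campaign, cut at about 38% in these data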;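 note: 0% = DMSO wells and 100% = medium only without gametocytes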
Rac1 wt GTP bind: wildtype Rac1 GTP binding modulators, primary screen, biochemical, GST-Rac1 beads, flow cytometry, multiplex; Ras-related C3 botulinum toxin substrate 1 (Homo sapiens), P63000; fluorescent GTP binding; actives lie on both sides; 0 = cold GTP competed, 100 = untreated; GTP binding activity (% of control), % at 10 µM; 0.27% of 190,000 active;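 active = GTP binding activity at least 20 points away from the 100% control level, either lower or higher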
Rac1 mut GTP: GTP binding modulators of activated mutant Rac1, primary screen, biochemical, bead-based flow cytometry, multiplex, fluorescent GTP | Ras-related C3 botulinum toxin substrate 1 (Homo sapiens), P63000 | GST-Rac1 activated beads; actives lie on both sides; 100% means binding = to untreated wells | percent activity (GTP binding), % at 10 µM | 0.11% of 190,000 active | AID 764, 2007;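 active = GTP binding at least 20 percentage points away from the 100% baseline, in either direction, so actives lie on both sides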
Rab7 wt GTP bind: modulators of GTP binding to Rab7, primary screen, biochemical, wildtype, multiplex bead flow cytometry. Rab7 GTPase wild type (dog), Bodipy-FL-GTP binding. 0.055% of 190,000 active. GTP binding activity (percent of control), % at 10 µM. GST-Rab7 beads, fluorescent GTP binding; actives lie on both sides; untreated = 100%, excess cold GTP = 0%;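 active = fluorescent GTP binding to Rab7 beads changed by at least 20 points from the 100% baseline, either direction, mostly lower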;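 note: median green fluorescence of bound Bodipy-FL-GTP per Rab7 bead population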
Avidin bead fluor: green autofluorescence of compounds with avidin beads – biophysical, 488/530 nm, flow cytometry, artefact control, profiling panel; compound fluorescence 488/530 nm; active compounds read high; fluorescence (KMESF) at 10 µM; 0.38% of 220,000 active; AID 1775, 2009; in the data active = fluorescence above about 47; note: inactives centre near 10
Rab2A wt mod: modulators of GTP binding to Rab2A wildtype, primary screen, biochemical, dog, bead-based flow cytometry, multiplex; Ras-related protein Rab-2A (Canis lupus familiaris), P61105; GST-Rab2 wt beads, Bodipy-GTP binding; GTP binding activity, % at 10 µM; 0.19% of 190,000 active; AID 760, 2007;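 active = GTP binding activity at least 20 points away from 100%, either lowered or raised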;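 note: 0% = beads with excess unlabeled GTP and 100% = no-compound control corrected for plate trend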
Cdc42 wt: modulators of GTP binding to wildtype Cdc42, primary screen, biochemical, multiplex bead flow cytometry, Bodipy-GTP | 0.2% of 190,000 active | percent activity (GTP binding), % at 10 µM | AID 761, 2007 | GST-Cdc42 beads; actives lie on both sides | Cell division control protein 42 homolog (Homo sapiens), P60953;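 active = percent activity GTP binding at least 20 points away from the 100% baseline, either down as inhibitor or up as activator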;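 note: median bead fluorescence of bound Bodipy-FL-GTP at 100 nM; 0% = excess unlabeled GTP control and 100% = no compound control; below 100% means less GTP binding so inhibitor and above means activator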
Target sequence (P60953 whole entry, looked up): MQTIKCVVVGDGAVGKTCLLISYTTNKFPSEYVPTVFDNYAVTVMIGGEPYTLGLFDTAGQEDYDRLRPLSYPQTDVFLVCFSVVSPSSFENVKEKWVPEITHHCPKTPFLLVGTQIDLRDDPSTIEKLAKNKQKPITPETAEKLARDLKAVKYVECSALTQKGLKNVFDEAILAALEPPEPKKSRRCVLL
Mcl1-Bid inh: Mcl-1/Bid binding inhibitors, primary screen, biochemical, TR-FRET, 1536-well | inhibition, % at 21.7 µM | Induced myeloid leukemia cell differentiation protein Mcl-1 (Homo sapiens), Q07820 | TR-FRET Mcl-1/Bid-Dy647 peptide binding | 0.97% of 220,000 active | AID 1021, 2008;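 active = compounds that cut the binding signal by more than half at the single screening dose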;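 note: His-tagged Mcl-1 with europium anti-His antibody binding Bid BH3 peptide; 0% = Mcl-1 plus peptide wells and 100% = peptide-only wells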
Starred values were filed as active, the others as inactive; nt = not tested or not shown.

1. O=C(N/N=C/c1ccc(Cl)cc1)C1CC12CCC2 (stereo not given)
2. COc1cc(/C=C/c2ccc3cccc(OC)c3n2)c(OC(C)=O)c([N+](=O)[O-])c1
3. O=C(COC(=O)c1cccnc1Cl)Nc1ncc(Cl)cc1Cl
4. Cc1ccc(NCC(=O)N/N=C/c2ccc(OC(=O)c3ccco3)cc2)cc1
5. CN(C)c1ccc(C(=O)OCC(=O)NC2CCCCCC2)cc1
6. O=C(COC(=O)c1ccco1)NCc1ccccc1Cl
7. O=C(Cc1cccc2ccccc12)Nc1nc2ccccc2[nH]1
8. CC(C)COc1ccc(-c2nnn(CC(=O)N3CCCC3)n2)cc1
9. O=C1CC(N2CCCCCC2)C(=O)N1c1ccc(F)cc1 (stereo not given)
10. CCOc1cccc(C(=O)Nc2cccc(-c3nnc(-c4ccccc4)o3)c2)c1

entry no.,1,2,3,4,5,6,7,8,9,10
GSH bead fluor,15,4,18,17,22,12,11,11,13,20
Mcl1 Noxa PPI,16,-1,13,13,5,12,-20,3,12,-1
HRas wt GTP bind,100,97,97,99,99,98,103,100,99,105
Pf gamet viab,-7,9,4,nt,4,-6,-10,13,8,7
Rac1 wt GTP bind,102,95,98,102,100,102,103,100,103,106
Rac1 mut GTP,98,95,96,99,94,98,100,98,96,102
Rab7 wt GTP bind,106,98,108,99,100,101,100,100,110,101
Avidin bead fluor,8,16,11,34,26,11,9,11,11,8
Rab2A wt mod,101,98,99,98,99,101,102,101,103,100
Cdc42 wt,100,95,95,101,97,101,102,100,94,104
Mcl1-Bid inh,-9,-49,-34,-28,-34,2,14,-17,-4,29

A second format for 2 compounds above.
entry | molecule | GSH bead fluor | Mcl1 Noxa PPI | HRas wt GTP bind | Pf gamet viab | Rac1 wt GTP bind | Rac1 mut GTP | Rab7 wt GTP bind | Avidin bead fluor | Rab2A wt mod | Cdc42 wt | Mcl1-Bid inh
6 | O=C(COC(=O)c1ccco1)NCc1ccccc1Cl | 12 | 12 | 98 | -6 | 102 | 98 | 101 | 11 | 101 | 101 | 2
4 | Cc1ccc(NCC(=O)N/N=C/c2ccc(OC(=O)c3ccco3)cc2)cc1 | 17 | 13 | 99 | nt | 102 | 99 | 99 | 34 | 98 | 101 | -28

Following part.
11. O=C(N/N=C/c1cn(-c2cccs2)nc1-c1ccccc1)c1ccccc1Br
12. CCOC(=O)C1(Cc2cccc(OC)c2)CCN(Cc2cnc(SC)nc2)CC1
13. Cc1ccc(-n2nc(C)c(C3(O)C(=O)N(C(C)C)c4ccccc43)c2N)cc1 (stereo not given)
14. NC(=O)COC(=O)c1c2c(nc3ccccc13)CCC2
15. CC(C)CNC(=S)N1CCN(C)CC1
16. O=C(CN1C(=O)C2CC=CCC2C1=O)NC1=NCCS1 (stereo not given)
17. COc1ccc(Nc2nnc(SCC(=O)N3CCCC3)s2)cc1
18. CN1CCN(C(=O)C2=C[C@@H](C(C)(C)C)C[C@@H](OCc3ccc(CO)cc3)O2)CC1
19. CC(C)NC(=O)CSc1nnc(-c2ccco2)n1N
20. O=C(NCN1CCCCC1)c1cccnc1

entry no.,11,12,13,14,15,16,17,18,19,20
GSH bead fluor,10,18,6,12,17,11,53,19,11,30
Mcl1 Noxa PPI,22,5,-5,57*,-1,4,8,-10,21,6
HRas wt GTP bind,97,97,102,93,103,99,100,94,105,99
Pf gamet viab,nt,3,10,6,20,nt,5,-2,0,nt
Rac1 wt GTP bind,100,97,107,94,100,102,96,91,108,100
Rac1 mut GTP,97,94,105,90,99,98,97,93,102,99
Rab7 wt GTP bind,99,105,103,93,96,98,99,100,105,102
Avidin bead fluor,25,6,3,9,14,9,11,7,9,14
Rab2A wt mod,96,101,100,92,103,97,100,97,104,101
Cdc42 wt,100,96,104,93,104,98,100,94,106,100
Mcl1-Bid inh,5,-63,-35,-31,37,-27,-38,-7,-6,-10

21. N/C(Cc1ccc(Cl)cc1Cl)=N\OC(=O)Cc1ccccc1
22. COc1ccc2cc(-c3[nH]ncc3CN3CCCN(c4ccccc4)CC3)ccc2c1
23. C[n+]1c2n(c3ccccc31)N=C(c1cc(C(C)(C)C)c(O)c(C(C)(C)C)c1)CS2
24. N#CCc1ccc(C(=O)c2ccccc2F)s1

entry no.,21,22,23,24
GSH bead fluor,19,14,11,59
Mcl1 Noxa PPI,5,22,-16,-7
HRas wt GTP bind,99,94,96,98
Pf gamet viab,3,nt,-16,nt
Rac1 wt GTP bind,100,97,97,99
Rac1 mut GTP,97,96,96,97
Rab7 wt GTP bind,101,97,96,96
Avidin bead fluor,14,2,23,9
Rab2A wt mod,97,94,94,99
Cdc42 wt,99,93,98,97
Mcl1-Bid inh,16,-31,-29,-13

Grouped by structure, the compounds so far containing sulfur.
11. O=C(N/N=C/c1cn(-c2cccs2)nc1-c1ccccc1)c1ccccc1Br
12. CCOC(=O)C1(Cc2cccc(OC)c2)CCN(Cc2cnc(SC)nc2)CC1
15. CC(C)CNC(=S)N1CCN(C)CC1
16. O=C(CN1C(=O)C2CC=CCC2C1=O)NC1=NCCS1 (stereo not given)
17. COc1ccc(Nc2nnc(SCC(=O)N3CCCC3)s2)cc1
19. CC(C)NC(=O)CSc1nnc(-c2ccco2)n1N
23. C[n+]1c2n(c3ccccc31)N=C(c1cc(C(C)(C)C)c(O)c(C(C)(C)C)c1)CS2
24. N#CCc1ccc(C(=O)c2ccccc2F)s1

entry no.,11,12,15,16,17,19,23,24
GSH bead fluor,10,18,17,11,53,11,11,59
Mcl1 Noxa PPI,22,5,-1,4,8,21,-16,-7
HRas wt GTP bind,97,97,103,99,100,105,96,98
Pf gamet viab,nt,3,20,nt,5,0,-16,nt
Rac1 wt GTP bind,100,97,100,102,96,108,97,99
Rac1 mut GTP,97,94,99,98,97,102,96,97
Rab7 wt GTP bind,99,105,96,98,99,105,96,96
Avidin bead fluor,25,6,14,9,11,9,23,9
Rab2A wt mod,96,101,103,97,100,104,94,99
Cdc42 wt,100,96,104,98,100,106,98,97
Mcl1-Bid inh,5,-63,37,-27,-38,-6,-29,-13

Bioassay records as filed in PubChem.
